# Screening data from PubChem.
# OXTR agonist – activates the human oxytocin receptor. P30559. CHO-OTR cells, Fluo-8 calcium fluorescence; normalized: DMSO 0%, oxytocin 100%. activation, % at 3 µM. actives 0.32% (n = 320,000). AID 2435;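 active means activation above the mean of all tested compounds plus 3 SD, cutoff set per screening run, cut at about 20% in these data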;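 further: peak over basal fluorescence ratio from a 100 s FLIPR kinetic read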
# Target sequence (P30559 whole entry, looked up): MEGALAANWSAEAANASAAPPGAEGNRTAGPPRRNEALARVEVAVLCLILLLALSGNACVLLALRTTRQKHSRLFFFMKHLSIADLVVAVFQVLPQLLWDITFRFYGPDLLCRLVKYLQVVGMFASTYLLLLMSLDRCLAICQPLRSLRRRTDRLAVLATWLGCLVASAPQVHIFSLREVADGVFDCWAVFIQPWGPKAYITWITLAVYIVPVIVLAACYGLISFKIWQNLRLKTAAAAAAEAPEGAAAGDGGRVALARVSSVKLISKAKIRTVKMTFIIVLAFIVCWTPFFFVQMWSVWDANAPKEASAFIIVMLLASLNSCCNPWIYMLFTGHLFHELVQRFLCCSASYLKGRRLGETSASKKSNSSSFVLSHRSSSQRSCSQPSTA
# An asterisk follows results filed as active. An excerpt; rates above refer to the full screens.
CC1CC(C)CN(C(=O)COC(=O)c2ccc3ncsc3c2)C1 (stereo not given)
  OXTR agonist = 1.5

O=C(NN=Cc1c(F)cccc1F)c1ccccc1NS(=O)(=O)c1cccs1
  OXTR agonist = 6.9

CC(Sc1ccc(S(=O)(=O)N(C)C)cn1)C(=O)NC1CCCC1 (stereo not given)
  OXTR agonist = 1.3

COc1ccc(CCNC(=O)COC(=O)c2ncc(Cl)c(Cl)c2Cl)cc1OC
  OXTR agonist = -0.5

CS(=O)(=O)N1CCC(NC(=O)Nc2ccc(OC(F)(F)F)cc2)CC1
  OXTR agonist = 1.0

CCN(CC)S(=O)(=O)c1ccc(C(C)NC(=O)C2CCCN2C(=O)c2cccs2)cc1 (stereo not given)
  OXTR agonist = -1.1

Cc1ccc(C)c(NC(=O)CN(C)C(=O)c2ccc(S(=O)(=O)N3CCCCCC3)cc2)c1
  OXTR agonist = -0.8

O=C(NCC1CCCO1)c1ccc(-c2ccccc2Cl)o1 (stereo not given)
  OXTR agonist = -0.8

Cc1ccc(N2CC(C(=O)N3CCC4(CC3)CC(=O)c3ccccc3O4)CC2=O)cc1C (stereo not given)
  OXTR agonist = 2.4

Cc1nc(SCc2nc3ccc(F)cc3[nH]2)c2oc3ccccc3c2n1
  OXTR agonist = -0.9

CC(Sc1nnnn1-c1ccccc1)C(=O)NC1CCCC1 (stereo not given)
  OXTR agonist = -1.1

CC(C(=O)Nc1nc(-c2ccc(F)c(F)c2)cs1)N1C(=O)C2CC=CCC2C1=O (stereo not given)
  OXTR agonist = 4.2

O=C(NCC(c1ccco1)N1CCCC1)c1ccc(Cl)c(S(=O)(=O)N2CCc3ccccc32)c1 (stereo not given)
  OXTR agonist = 13

C[C@@H](CSc1ccc(Br)cc1)CN1CC[C@H](O)CCC1=O
  OXTR agonist = 10

CC[C@H](C)[C@H](NC(=O)OCc1ccccc1)C(=O)OCC(=O)N(C)CC(=O)Nc1ccccc1Cl
  OXTR agonist = 0.3

O=C(CN1C(=O)NC(Cc2c[nH]c3ccccc23)C1=O)Nc1ccccc1C(F)(F)F (stereo not given)
  OXTR agonist = 1.4

COc1ccc(Cl)cc1C(=O)NNC(=O)CCNS(=O)(=O)c1ccccc1
  OXTR agonist = 0.7

COc1ccc([N+](=O)[O-])cc1NC(=O)C(C)NNC(=O)c1cccc([N+](=O)[O-])c1 (stereo not given)
  OXTR agonist = -0.3

CSc1cc(-c2ccco2)oc1C(=O)c1ccco1
  OXTR agonist = -3.2

CC(C)(C)OC(=O)N1CCC(Cc2cc(-c3cccnc3)no2)(C(=O)O)CC1
  OXTR agonist = -0.5

CCOC(=O)C1=C(CC)Nc2ccccc2N=C1NC(=O)c1cccc(S(=O)(=O)N2CCOCC2)c1
  OXTR agonist = -2.1

Cc1ccc(C)c(C2=NNC(=O)CC2)c1
  OXTR agonist = -1.0

O=C(CSc1ncccn1)NCCC1=CCCCC1
  OXTR agonist = 0.2

Cc1ccccc1NS(=O)(=O)c1ccc(C(=O)N2CCCCCC2)cc1
  OXTR agonist = 4.6

O=C(CSC(=S)N1CCCC1)NCCc1ccccc1
  OXTR agonist = -1.1

CC(C)Cn1nc(C(=O)Nc2cccc(C(=O)NC3CC3)c2)c2ccccc2c1=O
  OXTR agonist = -1.0

CCN(CC(=O)NCc1ccc(Cl)cc1)C(=O)CSc1ccccc1
  OXTR agonist = -1.8

CN(C)c1ccc(/C=N/NC(=O)C[n+]2ccccc2)cc1
  OXTR agonist = 0.2

CCOC(=O)C1CCCN(C(=O)c2cc(-c3ccco3)nc3ccccc23)C1 (stereo not given)
  OXTR agonist = 1.8

O=C(Cn1nc(-c2ccccc2)oc1=O)OCC(=O)c1ccccc1
  OXTR agonist = 2.7

COc1ccc(CNC(=O)CCC(=O)c2ccc(F)cc2)cc1OC
  OXTR agonist = -0.3

Cc1cc(C)c2nc(N3CCN(C(=O)c4cccs4)CC3)sc2c1
  OXTR agonist = -2.0

COc1ccc(NC(=O)N(C)C[C@H]2Oc3ccc(NC(=O)Cc4ccccc4)cc3CC(=O)N([C@H](C)CO)C[C@H]2C)cc1
  OXTR agonist = 0.5

O=C(CSc1nnc(Nc2ccccc2F)s1)NC1CCS(=O)(=O)C1 (stereo not given)
  OXTR agonist = 1.2

CN(C(=O)c1cccc(Br)c1)C1CCS(=O)(=O)C1 (stereo not given)
  OXTR agonist = 1.7

CC1CCCCN1C(=O)COC(=O)CNC(=O)c1sc2ccccc2c1Cl (stereo not given)
  OXTR agonist = 1.8

CC(=O)N1CCN(C(=O)c2ccc(Cl)c(S(=O)(=O)N3CCCC3)c2)CC1
  OXTR agonist = -0.1

CN(c1ccccc1)S(=O)(=O)c1cccc(NC(=O)c2ccc(Cl)c([N+](=O)[O-])c2)c1
  OXTR agonist = 6.5

C[C@H](NC(=O)c1nc[nH]c1C(=O)N1CCN(c2ccccc2)CC1)c1ccccc1
  OXTR agonist = -0.1

CCN1CCN(C(=S)NC(=O)c2cc(OC)c(OC)c(OC)c2)CC1
  OXTR agonist = 2.0

COc1ccc(C2=C(c3ccc(OC)c(OC)c3)CN3CCCCC3C2)cc1 (stereo not given)
  OXTR agonist = 1.9

Cc1cc(NC(=O)c2cc(-c3ccncc3)nc3ccccc23)ccc1Br
  OXTR agonist = 0.6

Cc1cccc(OCC(=O)OCC(=O)Nc2sccc2C(N)=O)c1
  OXTR agonist = 18

CCOCCCn1c(SC(C)C(=O)NCC2CCCO2)nc2sc(C)c(C)c2c1=O (stereo not given)
  OXTR agonist = -0.7

Cc1ccc(S(=O)(=O)N2CCOCC2)cc1C(=O)N1CCN(c2ccc(C(F)(F)F)cn2)CC1
  OXTR agonist = 12

COc1ccc(OC)c(/C=C/C(=O)OCC(=O)NC2CCCCCCC2)c1
  OXTR agonist = -2.1

COc1cc(C(=O)OCC(=O)c2ccccc2)cc2c1OCCO2
  OXTR agonist = -0.1

O=C(N/N=C/c1cccnc1)c1ccc(Cl)c(Cl)c1
  OXTR agonist = -0.1

CC(c1ccccc1)N1CC(C(=O)Nc2ccc(F)cc2)CC1=O (stereo not given)
  OXTR agonist = 0.8

N#Cc1ccccc1S(=O)(=O)N1CCN(C(=O)CCc2ccccc2)CC1
  OXTR agonist = 1.0

COc1cc(OC)cc(-c2c(-c3ccc(C(C)=O)cc3)c3cc(-c4cccc5[nH]ccc45)ccc3n2C)c1
  OXTR agonist = 3.5

COc1ccc(Cl)cc1NS(=O)(=O)c1cccc(C(=O)N2CC(C)OC(C)C2)c1 (stereo not given)
  OXTR agonist = 3.6

C=CCC[C@@H](Cc1ccc(F)cc1)C(=O)O[C@H](CNC(=O)[C@H](CC=C)CC(=O)N(CCO)Cc1ccccc1)c1ccccc1
  OXTR agonist = 2.6

CC1CCCN(C(=O)COC(=O)c2ccc3[nH]c4c(c3c2)CCCC4)C1 (stereo not given)
  OXTR agonist = -1.6

CC1(C)C(=O)Nc2ccccc2N1C(=O)COC(=O)c1cc(Cl)cc(Cl)c1
  OXTR agonist = -1.7

CCN(C(=O)CCCCC(=O)N(CC)c1ccccc1)c1ccccc1
  OXTR agonist = -1.3

C[C@@H](NC(=O)c1[nH]cnc1C(=O)Nc1cccc(Cl)c1)c1ccccc1
  OXTR agonist = 0.8

O=C(Cc1cccc2ccccc12)NCC(=O)N1CCN(Cc2cccc(C(F)(F)F)c2)CC1
  OXTR agonist = 10

CCCn1nnc(NC(=S)NC(=O)c2ccccc2OC)n1
  OXTR agonist = 1.1

O=C1CC(NS(=O)(=O)c2cccnc2)CN1c1ccc(Cl)cc1 (stereo not given)
  OXTR agonist = -0.3

COc1ccc(NC(=O)c2cc(-c3ccco3)nc3ccccc23)cn1
  OXTR agonist = 0.2

C#CCOCCOCCOCCNc1nc(N2CCOCC2)nc(N2CCN(C(=O)CCCCCCCCCCNC(=O)[C@H](CO)n3cc(CCCSC)nn3)CC2)n1
  OXTR agonist = 0.3

CCCN(C(=O)CCCSc1nc2ccccc2[nH]1)c1c(N)n(Cc2ccccc2)c(=O)[nH]c1=O
  OXTR agonist = 0.2

CC(C)c1ccccc1OCC(=O)Nc1cc(S(=O)(=O)N2CCOCC2)ccc1N1CCCC1
  OXTR agonist = -1.6

Cc1ccc(S(=O)(=O)N2CCC(C(=O)OCC(=O)NCCc3ccccc3)CC2)cc1C
  OXTR agonist = -0.9

CCN(CC(=O)Nc1c(F)cccc1F)C(=O)c1ccc(NC(=O)CC2SC(N3CCCC3)=NC2=O)cc1 (stereo not given)
  OXTR agonist = 0.3

COC(=O)c1ccc(NC(=O)CCN2C(=O)NC(C)(C)C2=O)cc1
  OXTR agonist = 2.0

COC(=O)c1ccccc1NC(=O)COC(=O)/C=C/c1cccs1
  OXTR agonist = 2.6

COCc1cc(C)nc(SCc2ccc(Br)cc2)c1C#N
  OXTR agonist = -1.3

COCc1ccc(-c2ccc3c(c2)c(C#Cc2ccsc2)c(-c2cc(OC)cc(OC)c2)n3C)cc1
  OXTR agonist = 0.9

O=C1NC(Cc2ccccc2)c2nc3ccc(Cl)cc3c(=O)n2-c2cc(Cl)ccc21 (stereo not given)
  OXTR agonist = -0.3

COc1cccc(C(=O)NCC(c2ccco2)N2CCc3ccccc3C2)c1 (stereo not given)
  OXTR agonist = -1.8

Cc1cc(S(=O)(=O)Nc2ccc(C(=O)NCCCN3CCOCC3)cc2)ccc1F
  OXTR agonist = 0.0

CCOC(=O)C1CCCN(C(=O)CSc2nnnn2C)C1 (stereo not given)
  OXTR agonist = 1.4

COc1ccc(OC)c(-c2csc(NC(=O)COC(=O)C3CC3)n2)c1
  OXTR agonist = -2.0

Cc1nc2ccccc2cc1C(=O)NCc1ccccc1
  OXTR agonist = 6.6

C[C@H](CO)N1C[C@H](C)[C@@H](CN(C)Cc2ccc(C(=O)O)cc2)Oc2ccc(NC(=O)Cn3cnnn3)cc2C1=O
  OXTR agonist = 0.7

Cc1ccccc1-c1nnc(SC(C)C(=O)NC2CCCC2)o1 (stereo not given)
  OXTR agonist = -1.3

Cc1cccc(C)c1NC(=O)CNC(=O)CN1C(=O)NC2(CCc3ccccc32)C1=O (stereo not given)
  OXTR agonist = 1.0

O=C(NC(=S)/C(=C1\CCCCCN1)[N+](=O)[O-])c1ccccc1
  OXTR agonist = 1.1

CCN(CC(=O)Nc1c(F)cccc1F)C(=O)C1CC(=O)N(CCc2ccc(OC)c(OC)c2)C1 (stereo not given)
  OXTR agonist = 2.0

O=C(COC(=O)Cc1ccc(S(=O)(=O)N2CCOCC2)s1)Nc1ccc(OC(F)F)cc1
  OXTR agonist = 4.5

NCCCCCNC(=O)c1[nH]cnc1C(=O)N[C@@H](Cc1ccccc1)C(=O)OCc1ccccc1
  OXTR agonist = 1.4

CCCCn1c(N)c(N(CCC(C)C)C(=O)c2ccc3c(c2)OCCO3)c(=O)[nH]c1=O
  OXTR agonist = -0.2

CCNc1nc(NCC)n2c(SCC(=O)Nc3cccc(F)c3)nnc2n1
  OXTR agonist = -1.8

COc1ccccc1NS(=O)(=O)c1cc(C(=O)NCC(c2ccco2)N(C)C)ccc1C (stereo not given)
  OXTR agonist = 1.0

COc1ccc(C(CNC(=O)COc2c(C)cc(C)cc2C)N2CCOCC2)cc1 (stereo not given)
  OXTR agonist = 0.7

Cc1ccc(C(C)C)c(OCC(=O)NNC(=O)Cn2[nH]c(=O)c3ccccc3c2=O)c1
  OXTR agonist = 1.0

COc1ccc(S(N)(=O)=O)cc1C(=O)OCC(=O)N1CCCC(C)C1 (stereo not given)
  OXTR agonist = 1.7

C[C@H](CO)N1C[C@H](C)[C@@H](CN(C)S(=O)(=O)c2ccccc2)Oc2ccc(NC(=O)C3CCCCC3)cc2C1=O
  OXTR agonist = -0.2

CCc1cc(=O)[nH]c(SCC(=O)Nc2ccc3c(c2)OCCO3)n1
  OXTR agonist = 0.2

Cc1ccc(NC(=O)CN(C)C(=O)COC(=O)/C=C/c2cccs2)cc1
  OXTR agonist = -0.7

COc1cccc(CNC(=O)c2ccc(OC)c(S(=O)(=O)NC3CCCC3)c2)c1
  OXTR agonist = -0.5

CN(CC(=O)Nc1ccc(N2CCOCC2)cc1)C(=O)c1cn(-c2ccccc2)nc1-c1ccccc1
  OXTR agonist = 0.5

CN(CC(=O)Nc1ccc(F)cc1)C(=O)COC(=O)/C=C/c1ccc(OC(F)F)cc1
  OXTR agonist = 1.1

CCOC(=O)c1ccccc1NC(=O)COC(=O)C(CCSC)NC(=O)COc1ccccc1 (stereo not given)
  OXTR agonist = -0.8

CCCCn1c(N)c(N(Cc2ccccc2OC)C(=O)c2ccc(N3CCCC3=O)cc2)c(=O)[nH]c1=O
  OXTR agonist = 0.4

O=C(O)c1cccc(S(=O)(=O)Nc2ccc(N3CCCCC3)cc2)c1
  OXTR agonist = 0.4

C=C1C[C@H]2[C@@H]3CCc4cc(OC)ccc4[C@H]3CC[C@]12C
  OXTR agonist = 0.5

O=C(c1ccc(F)cc1)N1CCC(C(=O)N2CCN(c3ncccn3)CC2)CC1
  OXTR agonist = 0.1

Cc1c(NC(=O)C(C)OC(=O)c2c3c(nc4ccccc24)CCC(C)C3)c(=O)n(-c2ccccc2)n1C (stereo not given)
  OXTR agonist = -0.1

CCCCn1c(N)c(N(CC(C)C)C(=O)C2CSC3(C)CCC(=O)N23)c(=O)[nH]c1=O (stereo not given)
  OXTR agonist = 0.2

CCCNC(=O)C(Cc1ccc(F)cc1)NC(=O)c1ccc(C#N)cc1 (stereo not given)
  OXTR agonist = 0.5

CCCNC(=O)C(Cc1ccccc1F)NC(=O)c1ccc(C#N)cc1 (stereo not given)
  OXTR agonist = 0.6

Cc1ccc(S(=O)(=O)CCC(=O)N(CCN2CCOCC2)c2nc3ccccc3s2)cc1
  OXTR agonist = -0.5

COc1ccc(NC(=O)N(C)C[C@H]2Oc3c(NC(=O)NC(C)C)cccc3C(=O)N([C@H](C)CO)C[C@@H]2C)cc1
  OXTR agonist = 0.5

COc1cc(NC(=O)CCCn2c(=O)oc3ccccc32)cc(OC)c1
  OXTR agonist = 0.2

Cc1cc(C)c(S(=O)(=O)N2CCN(C(=O)c3cc4ccccc4oc3=O)CC2)c(C)c1
  OXTR agonist = 2.0

CCOc1ccc(NC(=O)c2ccccc2NC(=O)CNC2CCCC(C)C2C)cc1 (stereo not given)
  OXTR agonist = 3.6

C[C@H](CO)N1C[C@H](C)[C@H](CN(C)C(=O)Nc2cccc3ccccc23)Oc2c(NC(=O)c3ccc(-c4nccs4)cc3)cccc2C1=O
  OXTR agonist = 0.6

CC(Oc1cccc(Cl)c1)C(=O)N1CCN(c2ncccn2)CC1 (stereo not given)
  OXTR agonist = 0.5
